Screening data as filed in PubChem.
Pf apPOL block: Pf-apPOL inhibitors, biochemical, fluorescence | inhibition, % at 10 µM | actives 0.25% (n = 210,000) | Recombinant Pf-apPOL, molecular beacon fluorescence, 1.5 h | Plasmodium falciparum apicoplast DNA polymerase (apPOL)
mHTT CaM bind: mutant huntingtin-calmodulin interaction inhibitors – biochemical, AlphaScreen, primary screen. P42858. AlphaScreen His-mHTT/GST-CaM binding, luminescence. inhibition, % at 15 µM. actives 3.6% (n = 190,000). AID 1671202, 2021;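 note: 0% = both proteins with DMSO and 100% = one protein alone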
Target sequence (P42858 whole entry, looked up, stated change not applied): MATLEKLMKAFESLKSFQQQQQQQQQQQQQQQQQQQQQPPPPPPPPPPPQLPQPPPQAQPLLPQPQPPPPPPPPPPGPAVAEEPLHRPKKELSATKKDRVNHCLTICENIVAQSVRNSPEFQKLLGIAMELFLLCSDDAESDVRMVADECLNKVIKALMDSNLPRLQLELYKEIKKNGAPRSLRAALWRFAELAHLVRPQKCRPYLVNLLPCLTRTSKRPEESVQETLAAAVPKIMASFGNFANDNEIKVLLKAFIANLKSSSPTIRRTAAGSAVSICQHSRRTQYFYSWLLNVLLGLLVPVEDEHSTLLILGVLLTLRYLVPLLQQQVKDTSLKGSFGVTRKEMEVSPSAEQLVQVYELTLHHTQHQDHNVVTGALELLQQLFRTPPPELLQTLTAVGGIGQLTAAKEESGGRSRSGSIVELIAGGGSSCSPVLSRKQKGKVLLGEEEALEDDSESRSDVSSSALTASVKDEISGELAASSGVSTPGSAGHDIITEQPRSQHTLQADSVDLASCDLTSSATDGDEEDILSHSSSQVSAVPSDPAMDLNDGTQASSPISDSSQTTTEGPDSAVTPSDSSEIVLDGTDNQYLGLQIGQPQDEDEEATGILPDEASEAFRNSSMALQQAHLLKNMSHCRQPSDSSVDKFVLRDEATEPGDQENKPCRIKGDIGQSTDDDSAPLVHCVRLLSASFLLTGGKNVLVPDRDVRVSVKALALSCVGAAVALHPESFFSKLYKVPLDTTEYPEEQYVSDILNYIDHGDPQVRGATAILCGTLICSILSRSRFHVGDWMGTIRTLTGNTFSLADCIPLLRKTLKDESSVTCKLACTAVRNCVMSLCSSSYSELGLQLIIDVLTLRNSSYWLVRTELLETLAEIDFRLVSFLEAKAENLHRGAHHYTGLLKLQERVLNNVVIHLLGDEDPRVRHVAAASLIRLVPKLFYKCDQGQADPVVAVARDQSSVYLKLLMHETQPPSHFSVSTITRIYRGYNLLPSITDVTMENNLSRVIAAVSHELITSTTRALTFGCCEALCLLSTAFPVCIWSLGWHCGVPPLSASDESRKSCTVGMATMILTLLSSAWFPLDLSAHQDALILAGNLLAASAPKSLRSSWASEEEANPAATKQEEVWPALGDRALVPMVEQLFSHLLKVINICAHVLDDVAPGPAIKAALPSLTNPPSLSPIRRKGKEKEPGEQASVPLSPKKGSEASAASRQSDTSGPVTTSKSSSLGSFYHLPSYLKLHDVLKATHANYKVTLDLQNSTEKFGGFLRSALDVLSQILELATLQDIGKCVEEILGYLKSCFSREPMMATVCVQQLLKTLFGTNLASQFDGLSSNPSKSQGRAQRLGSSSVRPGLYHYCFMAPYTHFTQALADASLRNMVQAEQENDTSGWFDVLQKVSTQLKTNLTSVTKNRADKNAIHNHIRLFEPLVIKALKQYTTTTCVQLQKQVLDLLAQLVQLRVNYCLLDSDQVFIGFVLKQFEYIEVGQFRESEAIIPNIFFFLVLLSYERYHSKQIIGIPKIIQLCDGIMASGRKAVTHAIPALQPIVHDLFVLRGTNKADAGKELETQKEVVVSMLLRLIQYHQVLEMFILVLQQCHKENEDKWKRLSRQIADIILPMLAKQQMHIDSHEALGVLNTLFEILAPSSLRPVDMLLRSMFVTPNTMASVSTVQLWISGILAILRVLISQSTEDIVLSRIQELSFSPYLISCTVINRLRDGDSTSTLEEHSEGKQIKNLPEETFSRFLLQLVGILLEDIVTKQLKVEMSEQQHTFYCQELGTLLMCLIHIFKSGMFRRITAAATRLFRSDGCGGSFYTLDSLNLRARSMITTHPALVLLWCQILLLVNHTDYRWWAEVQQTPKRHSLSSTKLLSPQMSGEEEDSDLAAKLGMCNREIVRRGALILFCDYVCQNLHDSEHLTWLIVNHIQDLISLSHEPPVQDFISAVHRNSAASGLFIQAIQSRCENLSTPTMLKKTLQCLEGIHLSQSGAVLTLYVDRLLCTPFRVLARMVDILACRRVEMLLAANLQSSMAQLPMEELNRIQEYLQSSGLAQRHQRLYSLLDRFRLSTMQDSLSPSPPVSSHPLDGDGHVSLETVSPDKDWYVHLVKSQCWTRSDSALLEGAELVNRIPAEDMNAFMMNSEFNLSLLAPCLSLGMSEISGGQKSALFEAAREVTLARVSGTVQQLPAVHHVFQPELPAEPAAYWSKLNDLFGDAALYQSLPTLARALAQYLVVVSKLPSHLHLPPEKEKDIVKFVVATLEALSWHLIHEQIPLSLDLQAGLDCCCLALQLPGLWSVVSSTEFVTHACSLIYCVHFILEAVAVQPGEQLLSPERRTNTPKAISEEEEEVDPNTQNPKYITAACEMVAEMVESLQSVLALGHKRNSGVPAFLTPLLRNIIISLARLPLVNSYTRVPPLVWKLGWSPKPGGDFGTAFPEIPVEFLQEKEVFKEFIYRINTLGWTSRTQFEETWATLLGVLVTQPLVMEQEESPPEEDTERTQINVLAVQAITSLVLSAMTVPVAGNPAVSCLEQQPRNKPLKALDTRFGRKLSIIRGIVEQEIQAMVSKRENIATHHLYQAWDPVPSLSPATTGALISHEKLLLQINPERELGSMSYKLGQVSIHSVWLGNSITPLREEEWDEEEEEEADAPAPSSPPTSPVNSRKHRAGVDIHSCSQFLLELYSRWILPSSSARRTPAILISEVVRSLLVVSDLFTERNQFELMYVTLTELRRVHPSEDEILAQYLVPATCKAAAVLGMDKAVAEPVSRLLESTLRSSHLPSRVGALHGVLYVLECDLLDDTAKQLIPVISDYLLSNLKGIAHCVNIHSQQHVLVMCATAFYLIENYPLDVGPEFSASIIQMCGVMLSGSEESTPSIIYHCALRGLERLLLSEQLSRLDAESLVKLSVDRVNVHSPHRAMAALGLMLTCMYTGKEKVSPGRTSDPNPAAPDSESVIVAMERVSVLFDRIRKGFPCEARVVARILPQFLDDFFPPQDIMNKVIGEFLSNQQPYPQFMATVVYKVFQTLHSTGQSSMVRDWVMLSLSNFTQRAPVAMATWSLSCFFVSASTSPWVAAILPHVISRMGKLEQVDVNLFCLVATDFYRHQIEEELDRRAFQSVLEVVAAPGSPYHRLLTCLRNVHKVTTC
Active calls of the source: *; · = not tested or not shown; & = joins results of further samples. Cut-off read from the data, not from the text of the source: active = inhibition above about 50%; inactive = the rest.

SMILES,Pf apPOL block,mHTT CaM bind
COC(=O)c1ccc(-c2csc(NC(=O)CS(=O)(=O)Cc3ccccc3)n2)cc1,-5,-8
O=C(NCC(c1ccc(F)cc1)N1CCOCC1)Nc1cccs1 (stereo not drawn),5,20
CC1CCCN(C(=O)c2nccnc2NC(=O)c2ccccc2)C1 (stereo not drawn),-2,-8
CNc1nc2c([nH]1)c(=O)n(C)c(=O)n2C,2,·
O=C(CSc1nnc(NC(=O)c2ccccc2)s1)c1ccc2c(c1)Cc1ccccc1-2,-2,2
COc1ccc(C2=NOC(C(=O)Nc3ccc(F)cc3F)C2)cc1 (stereo not drawn),1,-16
Cc1ccccc1CNC(=O)CCC1CCCN(C(=O)Nc2ccccc2)C1 (stereo not drawn),-3,2
O=C(Nc1ccc2c(c1)OCCO2)C1CCc2sc(C(=O)N3CCCCCC3)cc2C1 (stereo not drawn),-2,2
O=S(=O)(NC12CC3CC(CC(C3)C1)C2)c1cccc(C(F)(F)F)c1,8,9
COc1ccccc1OCCNC(=O)C1CCc2nc(N3CCCC3)ncc2C1 (stereo not drawn),-2,6
COc1ccc(C(NC(=O)CCc2ccccc2)NC(=O)CCc2ccccc2)cc1OC,-6,-6
O=C(Cn1c(-c2cncs2)nc2ccccc21)NC1CCCC1,-6,-5
CC1CCc2c(cnc3c(C(=O)NCc4cccc(F)c4)cnn23)C1 (stereo not drawn),-3,-3
O=C(NCc1ccc(F)cc1)C1CC(c2ccc(Cl)cc2Cl)=NO1 (stereo not drawn),-5,-10
O=C(CN1C(=O)NC2(CCCCC2)C1=O)Nc1ccccc1F,-4,-3
CCN(CC)c1ccc(NC2=C(n3nnc4ccccc43)C(=O)c3ccccc3C2=O)cc1,-3,70*
O=C(Cn1cnc([N+](=O)[O-])n1)Nc1ccc(F)cc1F,-5&-4,-1&-2
O=C(CC(CC(=O)c1ccccc1)c1cccc2ccccc12)c1ccccc1,-4&-5,·
COCc1cc(C)nc2sc(C(N)=O)c(N)c12,-3,-5
COc1cc(NC(=O)C=Cc2ccccc2Cl)cc(OC)c1OC,-14,·
Cc1ccc(S(=O)(=O)NCCC2CCN(C(=O)NC3CCCCC3)CC2)cc1,-1,5
CCN1CCN(C(=O)CN2CCN(C(=O)Nc3ccc(Cl)cc3)CC2=O)CC1,-3,-4
CCOC(=O)CNC(=O)N1CCN(Cc2nc3cccnc3n2-c2cccc(C)c2)CC1,2,1
CC1=CC(C)C2C(=O)N(Cc3cccnc3)C(=O)C2C1 (stereo not drawn),9,3
CCc1noc(-c2cccnc2N2CCCN(Cc3c(F)cccc3Cl)CC2)n1,4,-6
CCCCCCc1ccc(N2C[C@H](CCCCC)[C@@H](CC(=O)NCc3ccccc3)C2=O)cc1,-6,-5
COc1ccc(-c2nnc(SCC(=O)NC3CCCC3)n2-c2ccccc2)cc1,-2,7
CC1(C)CC2CC(C)(CN2C(=O)CCN2C(=O)c3ccccc3C2=O)C1 (stereo not drawn),4,-2
CCOc1ccc(-n2ccnc(NC(=O)c3cccc(C)c3)c2=O)cc1,4,8
CCOC(=O)c1ccc(-n2sccc2=O)cc1,96*,·
COc1cc(/C=C/C(=O)Nc2nnc(CC(C)(C)C)s2)cc(OC)c1OC,-13,1
Cc1nc2ccccc2c2c1C(=O)N(Cc1cccnc1)C2=O,3,2
CC(=O)c1ccc(NC(=O)Cn2c(C)nc3c(c2=O)CCN(Cc2ccccc2)C3)cc1,7,9
O=C(c1ccccc1C(F)(F)F)N1CCCN(CCc2ccccc2)CC1,2,·
Cc1ccc(C(=O)Nc2cccc(NC(=O)c3ccco3)c2)cc1[N+](=O)[O-],-4,13
CCCC(=O)Nc1cccc(C(=O)Nc2ccccc2C(=O)O)c1,-1,-2
Cc1csc(-n2nnc(C(=O)N3CCN(c4ccccn4)CC3)c2C)n1,-2,4
Cc1ccc(OCC(=O)Nc2ccccc2CO)cc1C,-5,-8
CC(C)CN(CC(C)C)S(=O)(=O)N1CCC(C(=O)N2CCOCC2)CC1,-13,10
C=CCc1cccc(C=Nc2ccc(Cl)cn2)c1O,1,37
CCCNC(=O)C1CN(C(=O)c2ccc(C)cc2)CC1c1cccc(C(F)(F)F)c1 (stereo not drawn),-4,24
Cc1ccc(COn2c(-c3ccccc3)nc3ccccc3c2=O)cc1,-6&0,·
CC(=O)NC1=NC(=O)/C(=C\c2ccc(-c3ccc(F)cc3F)o2)S1,-7,6
CC(C)N1COc2ccc3c(=O)c(Oc4ccccc4Br)coc3c2C1,-11,21
CSc1nnc(-c2nn(C)c3c2CN(C(=O)CC(C)C)CC3)n1C,-2,0
c1cncc(-c2noc(COC3CCN(Cc4ccsc4)CC3)n2)c1,-1,-348
CN(C)S(=O)(=O)c1ccc(C(=O)NCCOc2ccc(-c3ccc(F)cc3)nn2)cc1,-11,-4
CC(O)(CNC(=O)C=Cc1ccc2c(c1)OCO2)c1ccco1 (stereo not drawn),1,2
O=C1c2cccc3cccc(c23)C(=O)N1c1cccnc1,-4,-5
CCCSC1=C(C#N)C(c2ccc(C)o2)CC(=O)N1 (stereo not drawn),-4,5
COc1cccc(NC(=O)C2CCc3nc(N4CCOCC4)ncc3C2)c1 (stereo not drawn),-2,21
COc1cc(OC)c(NC(=O)C(Cl)Cl)cc1Cl,-8,-2
CC1CCC2(CC1)NC(=O)N(CC(=O)Nc1ccccc1Cl)C2=O (stereo not drawn),-4,1
CCC(=O)N1c2ccccc2NC2=C(C(=O)CC(C)(C)C2)C1c1cccnc1 (stereo not drawn),-11,-2
Cc1ccc(C)c(Cn2c(=O)c3cnc4c(c(C)nn4C)c3n2C)c1,-21,·
CC(C)(C)c1ccc(-c2n[nH]c(=S)o2)cc1,7&5,·
CC(=O)N1CCc2[nH]c3ccc(C(=O)NC4CCN(Cc5ccccc5)CC4)cc3c2C1,-3,33
COc1cc(C=Nc2ccc(C(C)=O)cc2)cc(OC)c1OC,8,1
CN1CCN(CCCSc2ccc(Cl)cc2)CC1,-6,1
N#CC1=C(N)N(c2cc(C(F)(F)F)ccc2Cl)C2=C(C(=O)CCC2)C1c1cccnc1 (stereo not drawn),-3,4

Next section
SMILES,Pf apPOL block,mHTT CaM bind
CC(=O)C[C@H]1c2ccccc2S(=O)(=O)N1c1ccccc1,2,-2
O=C(Nc1ccc(Cl)cc1)c1cc2c3c(c1)C1C=CCC1CN3CC1CC=CC21 (stereo not drawn),-4,47
O=C(Nc1cccc(C(F)(F)F)c1)c1scc2c1CCCC2,-2,-78
Cc1ccccc1C(=O)Nc1cc2cc([N+](=O)[O-])ccc2oc1=O,1,0
c1csc(CN2CCC(OCc3nc(C4CC4)no3)CC2)c1,-4,1
CN(Cc1ccccc1)C(=O)CN(c1cccc([N+](=O)[O-])c1)S(=O)(=O)c1ccccc1,0,3
NC(=O)C(c1ccccc1)C1CCCC1 (stereo not drawn),0&-20,·
COc1ccc(OC)c(CNC(=O)C2CCCN(S(=O)(=O)N3CC(C)CC(C)C3)C2)c1 (stereo not drawn),-13,6
CC(=O)N1CCc2nn(CC(=O)Nc3cccc(Cl)c3C)c(=O)cc2C1,-5,-9
O=C(Cc1ccccc1[N+](=O)[O-])Nc1ccc2c(c1)OCCO2,-2,3
COc1cccc(C2C3=C(CCCC3=O)Nc3ncnn32)c1 (stereo not drawn),1,-4
Cc1nc2cccnc2n1C1CCN(C(=O)Nc2ccc3c(c2)OCCO3)C1 (stereo not drawn),-4,-3
O=C1/C(=C/c2cccnc2)CS/C1=C\c1cccnc1,3,20
O=C(c1cccnc1)N1CCN(Cc2cccnc2)CC1,-24,3
O=[N+]([O-])c1ccc(C2Nc3cc(Cl)cc(Cl)c3C3C=CCC32)cc1 (stereo not drawn),-5,60*
Cc1noc(-c2nn(C)c3c2CN(S(=O)(=O)c2ccccc2Cl)CC3)n1,-3,-1
COc1ccccc1NC(=O)CN1CCN(CC(=O)c2ccc3c(c2)OCO3)CC1,-8,-6
COc1ccc(CC(=O)N2CCc3c(c(C(=O)NCc4ccc(F)cc4)nn3C)C2)cc1,-6,74*
COC(=O)c1ccc(C(=O)OC)c(NC(=O)COCC(=O)O)c1,-6,·
NC(=O)CSC1=Nc2ccccc2C2=NC(CC(=O)NCc3ccc(F)cc3)C(=O)N12 (stereo not drawn),-1,7
O=C(CSc1nc(C(F)(F)F)cc(=O)[nH]1)NCC1CCCO1 (stereo not drawn),-2,-20
C(=C\CSc1nnnn1-c1ccccc1)/CSc1nnnn1-c1ccccc1,-15,-12
Cc1ccc2cccc(SCc3ccc([N+](=O)[O-])cc3)c2n1,-1,3
CCc1ccc(OCCS(=O)(=O)Nc2ccc(N3CCOCC3)cc2)cc1,-13,25
Cc1ccc(C)c(CN2C(=O)NC3(CCN(C(=O)c4nccc5ccccc45)CC3)C2=O)c1,-6,34
COc1ccc(-n2c(C)ccc2-c2ccccc2)nc1,4,15
CCOCCCN1C(=O)CN(C2CCCCC2)C(=O)C1c1ccc(OC)c(OC)c1 (stereo not drawn),-10,11
COc1ccc(-c2noc(C3CCCN3C(=O)Nc3cc(C)ccc3C)n2)cc1 (stereo not drawn),-5,-7
CC(=O)Nc1ccc(S(=O)(=O)Nc2nnc(C3CCCCC3)s2)cc1,-1,-2
COc1ccccc1CC(=O)N1CCCC1c1ccc(Cl)cc1 (stereo not drawn),-2,59*

Looked up by structure from the entries so far:
SMILES,Pf apPOL block,mHTT CaM bind
C(=C\CSc1nnnn1-c1ccccc1)/CSc1nnnn1-c1ccccc1,-15,-12
COc1ccccc1CC(=O)N1CCCC1c1ccc(Cl)cc1 (stereo not drawn),-2,59*
Cc1nc2cccnc2n1C1CCN(C(=O)Nc2ccc3c(c2)OCCO3)C1 (stereo not drawn),-4,-3

Next compounds follow.
SMILES,Pf apPOL block,mHTT CaM bind
COc1ccc(Oc2coc3c4c(ccc3c2=O)OCN(C2CCS(=O)(=O)C2)C4)cc1 (stereo not drawn),-14,3
Cc1cc(C)c(S(=O)(=O)N2CCC(c3noc(-c4ccc(F)cc4)n3)CC2)cc1C,-4,1
Cc1sc2ncnc(Nc3cc(Cl)cc(Cl)c3)c2c1C,0,-8
CC(=O)CSC(=S)N1CCSCC1,1,·
COc1ccc(C2=NOC(C(=O)N3CCOCC3)C2)cc1 (stereo not drawn),-5,-9
COc1ccc(Cl)cc1NC(=O)c1cc(S(=O)(=O)NC2CCCCC2C)ccc1F (stereo not drawn),40,7
COc1ccc(C2C3=C(Nc4c2c(=O)n(C)c(=O)n4C)c2ccccc2C3=O)cc1 (stereo not drawn),3,11
CN(C)CCCn1c(-c2ccc([N+](=O)[O-])cc2)csc1=Nc1ccccc1,1,15
O=C(c1ccccn1)N1CCC(CCOc2ccc(F)cc2)CC1,2,9
O=C(Nc1c(F)c(F)c(F)c(F)c1F)c1ccccc1[N+](=O)[O-],-5,1
Cc1ccnc(NC(=O)CSc2nc(N)cc(=O)[nH]2)c1,3,0
O=C(Cc1csc(SCc2ccc(Cl)cc2)n1)NCc1ccco1,-18,0
O=C(Cc1ccc([N+](=O)[O-])cc1)N1CCN(c2ccccn2)CC1,-1,-3
O=S1(=O)NC(=NCCCCO)c2ccccc21,-2,-4
O=C(Nc1ccc2c(c1)OCO2)N1CCC(N2CCN(Cc3ccc(F)cc3)C2=O)CC1,8,5
CCOc1cccc2c1OC1(C)CC2NC(=O)N1Cc1ccccc1 (stereo not drawn),-5&-6,-6&-4
O=C(CNc1ccccc1C(=O)O)c1ccccc1,8,·
Cc1noc(CNC(=O)C2CCN(C(=O)Cc3cccs3)CC2)n1,-2,2
CCOC(=O)CCSCC(=O)N1N=C(c2cccs2)CC1c1ccc(C)cc1 (stereo not drawn),1,52*
Fc1ccc(F)c(-c2nc(-c3ccc4c(c3)ncn4CCN3CCCC3)no2)c1,8,14
Cc1noc(-c2nn(C)c3c2CN(C(=O)Cc2cccs2)CC3)n1,-1,-5
Cc1ccc(S(=O)(=O)N(CC(=O)Nc2cccc([N+](=O)[O-])c2)c2ccccc2F)cc1,7,8
O=S(N1CCOCC1)C12CC3CC(CC(C3)C1)C2 (stereo not drawn),-10,·

7 compounds from above, ordered by molar mass, rising:
SMILES,Pf apPOL block,mHTT CaM bind
CC(C)(C)c1ccc(-c2n[nH]c(=S)o2)cc1,7&5,·
Cc1ccc(OCC(=O)Nc2ccccc2CO)cc1C,-5,-8
CCCC(=O)Nc1cccc(C(=O)Nc2ccccc2C(=O)O)c1,-1,-2
COc1ccc(C2=NOC(C(=O)Nc3ccc(F)cc3F)C2)cc1 (stereo not drawn),1,-16
Cc1ccc(C)c(Cn2c(=O)c3cnc4c(c(C)nn4C)c3n2C)c1,-21,·
CCOC(=O)CNC(=O)N1CCN(Cc2nc3cccnc3n2-c2cccc(C)c2)CC1,2,1
COc1ccc(Oc2coc3c4c(ccc3c2=O)OCN(C2CCS(=O)(=O)C2)C4)cc1 (stereo not drawn),-14,3
